CCR6 antag: blocks CCL20-driven beta-arrestin recruitment at human CCR6 | AID 493098 | inhibition, % at 20 µM | P51684 | hit rate 0.49% among 340,000 | CHO-K1 CCR6 PathHunter beta-arrestin, luminescence, CCL20-stimulated;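 active = compounds whose inhibition of the agonist-driven luminescence signal at 20 µM reaches about 50%, limit read from the data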;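 also: cells stimulated with CCL20 at 14 nM final; plate controls were DMSO with CCL20 for no effect and DMSO without agonist for full effect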
Target sequence (P51684 whole entry, looked up): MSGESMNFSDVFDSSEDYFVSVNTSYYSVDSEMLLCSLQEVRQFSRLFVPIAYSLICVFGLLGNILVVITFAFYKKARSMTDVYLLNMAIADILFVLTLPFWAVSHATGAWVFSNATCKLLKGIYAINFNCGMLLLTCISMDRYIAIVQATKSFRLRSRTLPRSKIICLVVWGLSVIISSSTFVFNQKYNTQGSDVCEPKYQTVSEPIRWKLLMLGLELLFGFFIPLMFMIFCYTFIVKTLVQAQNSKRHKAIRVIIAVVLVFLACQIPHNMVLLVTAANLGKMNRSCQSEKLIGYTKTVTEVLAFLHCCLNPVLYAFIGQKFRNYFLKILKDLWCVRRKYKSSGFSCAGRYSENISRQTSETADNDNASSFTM
Mdm2-MdmX inh: human Mdm2/MdmX binding inhibition; O15151+Q00987; SaOS-2 split-luciferase Mdm2/MdmX complementation, luminescence; inhibition, % at 8 µM; hit rate 3% among 330,000; AID 485346;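 active = inhibition of at least 50% at 8 µM in the primary screen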
XBP1 UPR activ: activators of adaptive arm of unfolded protein response (XBP1); CHO-XBP1 luciferase reporter, IRE1-XBP1 UPR activation, luminescence; percent of tunicamycin response, DMSO as zero; activation, % at 20 µM; hit rate 0.33% among 330,000; AID 463104;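 active = versus positive control, 20 µM dose yields 30% or more activation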;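 also: 100% = tunicamycin at 10 µg/mL and 0% = DMSO only wells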
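Material: IRE1-XBP1 luciferase reporter CHO line / Quantity: one thousand reporter cells per well / Buffer or medium: F12 with 10% serum / Compound: 20 µM single concentration, DMSO 1% / Times: 6 h treatment, 37 °C / Detection: Steady-Glo luciferase glow luminescence, 10 min after reagent addition / Benchmarks: tunicamycin high, DMSO low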
CXCR6 inh: CXCR6 (human) receptor inhibition. AID 602244. CHO-K1 PathHunter CXCR6 beta-arrestin, luminescence. inhibition, % at 20 µM. hit rate 0.36% among 360,000; in the data active = inhibition above about 34%, passing the limit was not always enough;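 also: antagonist mode with CXCL16 agonist at 10 nM final; 0% = 10 nM CXCL16 with DMSO and 100% = unstimulated wells without agonist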
Target sequence (O00574 whole entry, looked up): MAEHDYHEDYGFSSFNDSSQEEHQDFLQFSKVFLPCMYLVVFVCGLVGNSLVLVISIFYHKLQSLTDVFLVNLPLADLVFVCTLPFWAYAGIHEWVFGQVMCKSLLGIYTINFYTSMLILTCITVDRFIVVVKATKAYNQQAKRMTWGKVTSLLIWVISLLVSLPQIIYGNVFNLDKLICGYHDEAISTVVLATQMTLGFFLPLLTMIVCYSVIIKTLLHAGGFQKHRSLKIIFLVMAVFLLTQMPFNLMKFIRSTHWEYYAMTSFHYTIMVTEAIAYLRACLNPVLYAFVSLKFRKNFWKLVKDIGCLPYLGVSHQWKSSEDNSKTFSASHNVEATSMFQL
EBI2 antag: antagonists of human EBI2 receptor; AID 651636; P32249; inhibition, % at 5 µM; EBI2 beta-arrestin recruitment, luminescence, 7a,25-OHC stimulated; hit rate 0.81% among 360,000; in the data active = inhibition above about 38%;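 also: enzyme fragment complementation signal reports receptor beta-arrestin coupling in cells; 0% = agonist plus DMSO wells and 100% = wells without agonist; some results beyond the cut were filed as inactive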
UPR CHOP act: activators of apoptotic arm of unfolded protein response (CHOP) | activation, % at 10 µM | CHO-CHOP luciferase reporter, UPR activation, luminescence; percent of tunicamycin response over DMSO baseline | hit rate 0.34% among 330,000 | AID 449763;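 active = at 10 µM dose, activation of 40% or more, normalized to positive control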;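 also: 100% = tunicamycin at 10 µg/mL and 0% = DMSO alone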
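Material: CHO-CHOP cells, stable luciferase reporter of PERK-eIF2a-CHOP signalling; quantity: 500 reporter cells seeded per well; buffer or medium: F12 medium containing 10% fetal bovine serum; compound: one dose, 10 µM in 0.5% DMSO; incubation: 6 h compound treatment, 37 °C; measured by: Steady-Glo luciferase luminescence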
Jurkat NFkB inh: lowers PMA/ionomycin-induced NF-kB signal in Jurkat cells; PMA/ionomycin-induced NF-kB luciferase reporter, luminescence; inhibition, % at 4 µM; hit rate 0.53% among 330,000; in the data active = inhibition above about 50%
697 NFkB inh: inhibitors of the PMA/ionomycin-induced NF-kB reporter in 697 B cells; hit rate 0.33% among 330,000; inhibition, % at 4 µM; 697 B-cell NF-kB luciferase reporter, 16 h; in the data active = inhibition above about 35%
Gli-Sufu block: antagonists of Gli-Sufu signaling. Sufu-KO-LIGHT fibroblasts, Gli luciferase reporter luminescence. inhibition, % at 5 µM. hit rate 0.74% among 340,000. AID 588413;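 active = inhibition above about 55%, limit read from the data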;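 also: 0% = DMSO-treated cells and 100% = wells with medium but no cells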
* hit, by the source's call; . = no result given.

SMILES,EBI2 antag,XBP1 UPR activ,697 NFkB inh,UPR CHOP act,Jurkat NFkB inh,Gli-Sufu block,CCR6 antag,Mdm2-MdmX inh,CXCR6 inh
O=C1Nc2ccccc2OC1CC(=O)N1CCN(c2cccc(C(F)(F)F)c2)CC1 (stereo unspecified),0,0,-3,-1.8,-2,5,13,12,-4
Cc1nnc(NC(=O)CSc2nnc(Cc3cccn3C)n2CCc2ccccc2)s1,-1,-1,-9,0.0,4,3,5,-14,3
OCCOCCn1c(C2CCCN2c2nc(-c3ccc(F)cc3)cs2)nc2cc(C(F)(F)F)ccc21 (stereo unspecified),9,-2,5,-0.1,6,2,16,-18,8
O=C(O)C(CO)(c1ccccc1)c1ccccc1,-5,0,27,-1.7,1,-5,7,0,-7
C/C(=N/NC(=O)c1cc(-c2cccc([N+](=O)[O-])c2)n[nH]1)c1cccc(O)c1,-3,-1,-9,-1.0,8,7,-3,22,-11
C[C@@H]1NC(=O)N(c2ccc(F)cc2)C1=O,-1,-1,-11,0.5,5,6,10,-1,-6
CC(C)Oc1cccc(C2NC(=O)c3ccccc3O2)c1 (stereo unspecified),-4,2,-11,5.9,10,-24,10,20,-9
O=C(Nc1ccccc1[N+](=O)[O-])c1cc(S(=O)(=O)Nc2ccccn2)ccc1Cl,-14,7,21,-0.4,4,-7,0,17,-13
Cc1ccc(C2c3[nH]c4ccccc4c3C[C@H]3C(=O)N(c4ccccc4C(=O)N4CCC[C@H]4C(=O)O)C(=O)N23)cc1 (stereo partly specified),-6,-3,16,2.4,8,-8,2,9,-3
Cc1ccc(N(C)S(=O)(=O)c2cccc(C(=O)NCC(c3ccco3)N3CCCC3)c2)cc1 (stereo unspecified),-15,-1,4,-1.3,2,1,1,0,8
CCOCCCNC(=S)Nc1ccc2nc(N3CCCC3)cc(C)c2c1,4,-1,-26,-0.8,-32,7,14,7,6
O=C(NCCCNC(=O)c1ccccn1)c1ccccn1,8,0,-3,-1.3,2,1,4,7,-2
FC(F)(F)c1cccc(N2CCc3cn[nH]c32)c1,-9,-1,-15,0.7,-18,-1,-11,43,-9
O=C(CNc1cc([N+](=O)[O-])ccc1NCCO)Nc1cccc(S(=O)(=O)N2CCCCC2)c1,-2,-1,6,-1.1,9,1,35,12,12
O=C1N/C(=N/S(=O)(=O)Cc2ccccc2)S/C1=C/c1ccc2c(c1)OCO2,-4,-4,3,-0.4,-1,-38,10,19,9
N#Cc1ccccc1OCC(=O)NNC(=O)c1ccncc1,-15,-1,20,-2.3,4,-3,3,-23,4
OC1CCCN(CC(O)COc2ccc(-c3ccccc3)cc2)C1 (stereo unspecified),-1,-2,-13,0.6,-45,28,9,-15,-4
CN(C)C(=O)CCc1ccc2c3c([nH]c2c1)[C@]1(CCC2CCCC2)[C@@H](C(=O)N2CCOCC2)C[C@H](CC(=O)NCC24CC5CC(CC(C5)C2)C4)C(=O)N1CC3,33,13,-13,6.4,.,-6,15,70*,4
COc1ccccc1N1CCN(S(=O)(=O)c2cc(Br)cnc2N)CC1,3,-5,0,-1.3,-14,-12,11,21,2
COc1cccc(-c2nc(-c3ccccc3)nc(N3CCN(C)CC3)c2C#N)c1,-4,5,18,-0.3,25,6,22,66*,5
COc1ccc(C2C(C#N)=C(N)Oc3cc(C)n(Cc4ccncc4)c(=O)c32)cc1 (stereo unspecified),4,-1,18,0.1,-2,3,5,13,-7
CC(C)COP(=O)(c1ccc(N(C)C)cc1)C(O)c1ccccc1 (stereo unspecified),-3,-3,0,0.5,-14,-4,0,-4,-5
O=C(COC(=O)CCOc1ccccc1)NCCc1ccccc1,0,-2,10,-1.2,8,-20,15,0,-1
Cc1nc(SCC(=O)Nc2nc3ccccc3s2)c(C#N)c(C)c1C,0,-7,33,-9.5,90*,90*,-2,100*,4
OCCCn1c(-c2ccccc2)n[nH]c1=S,-1,3,-5,3.5,-9,-3,6,-21,-2

Mdm2-MdmX inh, hit marks shown above.
molecule | EBI2 antag | XBP1 UPR activ | 697 NFkB inh | Jurkat NFkB inh | CCR6 antag | Mdm2-MdmX inh | CXCR6 inh
CN(C)C(=O)CCc1ccc2c3c([nH]c2c1)[C@]1(CCC2CCCC2)[C@@H](C(=O)N2CCOCC2)C[C@H](CC(=O)NCC24CC5CC(CC(C5)C2)C4)C(=O)N1CC3 | 33 | 13 | -13 | . | 15 | 70* | 4
COc1cccc(-c2nc(-c3ccccc3)nc(N3CCN(C)CC3)c2C#N)c1 | -4 | 5 | 18 | 25 | 22 | 66* | 5
Cc1nc(SCC(=O)Nc2nc3ccccc3s2)c(C#N)c(C)c1C | 0 | -7 | 33 | 90* | -2 | 100* | 4

Next section
SMILES,EBI2 antag,XBP1 UPR activ,697 NFkB inh,UPR CHOP act,Jurkat NFkB inh,Gli-Sufu block,CCR6 antag,Mdm2-MdmX inh,CXCR6 inh
O=C(Nc1sc2c(c1C(=O)NCC(O)CO)CCCC2)c1ccccc1 (stereo unspecified),-1,0,5,4.0,29,-1,11,10,6
COCCN(C(=O)C(=O)NC1CCCC1)C(C(=O)NC1CCCC1)c1ccccc1F (stereo unspecified),-9,1,9,0.6,-2,-12,-19,14,4
O=C(Nc1ccc(Oc2c(F)c(F)c(F)c(F)c2F)cc1)OC1CCN2Cc3ccccc3N=C12 (stereo unspecified),44*,9,-54,5.5,12,13,-2,68*,3
Cc1ccc2c(c1)sc(C)[n+]2CCCS(=O)(=O)[O-],-7,1,4,-1.0,1,-8,16,2,3
N#CCC(=O)N/N=C/c1ccc(OCC(=O)Nc2ccc(F)cc2)cc1,-7,5,9,-2.1,2,-10,11,32,-4
Cc1cc(=O)oc2cc(OCC(=O)OCC(=O)Nc3ccccc3C(C)C)ccc12,5,-3,5,-0.1,5,-20,0,-12,3
CCOC(=O)N1CCN(C(=O)COc2ccc3c(c2)C(=O)CC2(CCN(C(C)=O)CC2)O3)CC1,-2,1,7,0.7,-6,31,4,-29,-2
O=C(CNC(=O)c1cccc(F)c1)OCc1cc(=O)n2cc(Br)ccc2n1,-9,-1,6,2.9,-10,-3,4,-9,0
COCCNC(=O)c1ccccc1N(Cc1ccccc1)S(=O)(=O)c1ccccc1,0,-2,-32,3.5,-13,3,-1,-16,7
Cc1ccc2cc(/C=N/NC(=O)c3ccc(F)cc3)c(Cl)nc2c1,-9,1,19,-0.2,7,3,-1,29,-1
COc1cccc2c(=O)ccoc12,3,-3,12,1.1,-10,0,-9,13,-4
Oc1c(C(c2ccccn2)N2CCOCC2)ccc2cccnc12 (stereo unspecified),2,5,-22,3.2,-5,1,-3,36,0
CSCc1cc(N2CCOCC2)nc(SCc2ccc(Cl)c(Cl)c2)n1,30,-1,-14,0.0,-7,-1,26,19,14
CC(CCc1ccccc1)NC(=O)c1ccc(NC(=O)c2ccc(Cl)cc2Cl)cc1 (stereo unspecified),7,1,-52,-0.6,31,-8,5,39,1
Cc1ccc(S(=O)(=O)NCC(=O)NCC(=O)OCC(=O)N2CC(=O)Nc3ccccc32)cc1C,5,-2,12,0.4,4,-1,1,2,-2
CC(C)c1ccc(NC(=S)NN2CCOCC2)cc1,-3,-2,-38,2.2,-26,-24,-8,-21,-2
CCOC(=O)c1c(N)nn(C(C)=O)c1-c1ccccc1,-7,-2,16,2.4,-1,-11,3,47,-6
O=C(CCCC(=O)N1CCc2ccccc21)N1CCc2ccccc21,1,.,.,.,.,1,-2,.,-1
O=C(CN1C(=O)NC2(CCOc3ccccc32)C1=O)N1CCCCC1 (stereo unspecified),-16,2,6,4.2,9,11,-4,3,4
Cc1cc2nc(CCN(C(=S)NCC3CCCO3)C3CCCC3)[nH]c2cc1C (stereo unspecified),7,5,19,0.4,9,31,16,14,-2
COc1cc2c(cc1OC)CN(C(=O)c1ccc(N3CCCC3)c([N+](=O)[O-])c1)CC2,2,2,10,1.3,3,3,18,-15,12
O=C(C=Cc1ccccc1)N1CCCCC1,21,.,.,.,.,-46,0,.,-3
CC(=O)C12CCCCC1CC1C3CC(C)C4(O)CC(=O)CCC4(C)C3CCC12C (stereo unspecified),-11,0,12,-0.4,5,1,-13,15,-12
CCOC(=O)N1CCN(CC(O)COc2c(OC)cccc2OC)CC1 (stereo unspecified),-5,0,27,-3.3,2,-8,-2,1,-3
CCOC(=O)C1CCN(Cc2cnc(NC(=O)OC)s2)CC1,-9,3,24,-2.3,5,19,0,-5,-4

Other compounds:
SMILES,EBI2 antag,XBP1 UPR activ,697 NFkB inh,UPR CHOP act,Jurkat NFkB inh,Gli-Sufu block,CCR6 antag,Mdm2-MdmX inh,CXCR6 inh
Cc1ccccc1CC1(CO)CCCN(Cc2cn[nH]c2-c2ccccc2)C1 (stereo unspecified),-14,-2,9,0.2,16,22,0,12,-2
CC(=O)NC1C(=O)N(CCc2ccccc2)c2ccc(Br)cc21 (stereo unspecified),0,.,.,.,.,-16,8,.,10
CC1CCCCC1NC(=O)CN1C(=O)c2cccc(N)c2C1=O (stereo unspecified),0,.,.,.,.,3,6,.,-4
CCOC(=O)c1nn(-c2ccccc2)c(=O)cc1SC1CCCCC1,1,-4,31,-1.6,3,-9,9,6,-6
Cc1cc(C)cc(OCC(=O)NCc2nc(-c3ccccc3)no2)c1,7,-4,7,-1.1,3,-8,11,-7,5
CCOC(=O)[C@@H]1[C@H]2COc3ccc(Br)cc3[C@H]2N2C(=O)N(c3ccc(Br)cc3)C(=O)[C@]12C,4,2,-7,-0.1,-5,8,13,14,5
Cn1cc(CN2CCN(Cc3cccnc3)CC2)c(-c2ccc3c(c2)OCCO3)n1,-11,-1,-43,1.6,-32,9,5,-4,3

Source: PubChem BioAssay (Sanford-Burnham Center for Chemical Genomics)
